Assay outcomes from PubChem BioAssay.
BRCA1 expr up: BRCA1 expression activation; MCF7-BRCA1-FFLuc reporter, luminescence, 48 h; response scale: scaled: vehicle 0%, 10 µM genistein 100%; 380,000 compounds, 1.1% hits; Potency, µM (highest dose often 46.1 µM), for the others: top-dose activation, usual class: activators; also: nearly all actives have a fitted effect of over 80% in size; some results filed as inactive show a strong effect at the top dose
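Quantitative HTS in MCF7 cells stably reporting BRCA1 expression via firefly luciferase. Compound treatment lasts 48 h at 37 °C in phenol-red free MEM. Activation is expressed relative to genistein at 10 microM and DMSO.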
RORg inh: blocks mouse ROR gamma transcriptional activity. 310,000 compounds, 5.4% hits. Potency, µM (highest dose often 53.6 µM), for the others: at the highest dose activity change, negative = inhibition, usual class: inhibitors. AID 2551. P51450. Drosophila S2 Gal4-RORgamma UAS-luciferase reporter, 20 h; also: % is scaled to controls: 0 for no effect and ±100 for the full control effect; nearly all actives have a fitted effect of over 60% in size
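A Gal4/UAS one-hybrid system in insect cells: metallothionein-promoter Gal4–ROR gamma fusion plus Photinus luciferase reporter. Copper sulfate 700 uM final, 20 hr ambient incubation, luminescent detection after 10 min with reagent.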
MBNL1 CUG block: blocks human MBNL1 binding to CUG repeat RNA; Q9NR56; TR-FRET MBNL1-His/biotin-(CUG)12 binding, 665/545 ratio; Potency, µM (doses to about 57.5 µM), without a hit: at the top dose activity change, negative = inhibition, hits mostly inhibitors; 280,000 compounds, 0.036% hits; AID 2675; active = well fitted inhibition curve with a large enough effect in the signal ratio, with a control signal flat, not every such curve was filed as active; inconclusive = small, poorly fitted or top-dose-only effect, or effect the other way, or a change in a side signal; inactive = no such curve, though single readings can be large or run the other way; the % refers to the signal ratio; also: % is scaled to controls: 0 for no effect and ±100 for the full control effect
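Ratiometric TR-FRET (665 over 545 nm, excitation 340 nm) tracks disruption of MBNL1-His/biotin-(CUG)12 complex after 60 min at room temperature, with compounds at 92 nM to 58 uM final.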
uPA generation: cell surface uPA generation inhibition; cell surface uPA generation assay, qHTS; Potency, µM (series often up to 38.3 µM), inactives show top-dose activity change, negative = inhibition, hits mostly inhibitors; 330,000 compounds, 0.31% hits; active = well fitted inhibition curve with a large enough effect; inconclusive = small, poorly fitted or top-dose-only effect; inactive = no such curve, though single readings can be large or run the other way; tested in mouse RAW 264.7 cells; also: % is scaled to controls: 0 for no effect and ±100 for the full control effect; nearly all actives have a fitted effect of over 55% in size
ELG1 genotoxic: induces genotoxicity in HEK293T cells with luciferase-tagged ELG1; HEK293T ELG1-luciferase reporter, luminescence, 16 h; 330,000 compounds, 1.3% hits; Potency, µM (series often up to 46 µM), for the others: at the highest dose activity change, positive = activation, hits mostly activators; also: % of control where 0% means no effect; nearly all actives have a fitted effect of over 60% in size
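Reporter readout depends on ELG1 protein level, which increases with genetic stress. After 16 hr compound exposure at 37 °C, luciferase activity was quantified using ONE-Glo.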
Rab9 prom act: activators of Rab9 promoter | Huh7 Rab9 promoter-luciferase reporter, luminescence, 24 h | Potency, µM (top dose mostly 9.22 µM), inactives show at the highest dose activation, negative = inhibition, most hits filed as activators | 320,000 compounds, 2.8% hits; also: % of control where 0% means no effect; nearly all actives have a fitted effect of over 60% in size
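Steps: seed 1500 Huh7 Rab9-luc cells per well, rest 2 h at 37 °C; add compound in DMSO; incubate 24 h; add luciferase reagent, 10 min ambient; read luminescence.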
Gal4-VP16 FLuc: counter-screen for ROR gamma inhibitors: Gal4-VP16 reporter; Drosophila S2 Gal4-VP16 UAS-luciferase, luminescence, 20 h; Potency, µM (titrated, usually from 53.6 µM), for the others: at the top dose activity, negative = inhibition, usual class: inhibitors; 310,000 compounds, 3.5% hits;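 also: Gal4-VP16 expression switched on by copper sulfate through the metallothionein promoter; % is scaled to controls: 0 for no effect and ±100 for the full control effect; nearly all actives have a fitted effect of over 50% in size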
CXXC DNA block: inhibitors of human MLL CXXC domain-DNA interaction | MLL-CXXC / FITC-HOXA9 DNA fluorescence polarization | Potency, µM (highest dose often 115 µM), for inactives: top-dose activity change, negative = inhibition, most hits filed as inhibitors | Q03164 | AID 2662 | 290,000 compounds, 0.037% hits; active = well fitted inhibition curve with a large enough effect in the polarisation, with a control signal flat, not every such curve was filed as active; inconclusive = small, poorly fitted or top-dose-only effect, or effect the other way, or a change in a side signal; inactive = no such curve, though single readings can be large or run the other way; the % refers to the polarisation
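Purified MLL-CXXC (added from a 7 uM solution) was preincubated 5 min at ambient with pinned compounds in 50 mM Tris-HCl pH 7.5, 50 mM NaCl, 1 mM DTT, 0.05% BSA. Fluorescein-labeled HOX-A9 DNA (50 nM solution) followed, 30 min, then polarization read.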
FLuc modulator: counter-screen for miR-21 project: firefly luciferase inhibitors or activators | P08659 | purified FLuc, Km substrates, luminescence inhibition | Potency, µM (highest dose often 57.5 µM), inactives show at the highest dose activity change, negative = inhibition, usual class: inhibitors | 360,000 compounds, 6.9% hits | AID 588342;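 also: plate controls were vehicle for no effect and reference inhibitor for full effect; nearly all actives have a fitted effect of over 55% in size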
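Purified P. pyralis luciferase (10nM final) with 10uM D-luciferin and 10uM ATP (Km levels) in 50mM Tris acetate pH 7.5, 10mM Mg acetate, 0.01% Tween-20, 0.05% BSA; qHTS 6-point titration, ~60 µM downward; luminescence read.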
p53 reactivator: mutant p53 re-activation in reporter cells; H1299 p53-A138V BP100-luciferase reporter, luminescence, 24 h; Potency, µM (doses to about 92.2 µM), for the others: at the top dose activity change, positive = activation, usual class: activators; 320,000 compounds, 0.063% hits; AID 504706; also: % of control where 0% means no effect; nearly all actives have a fitted effect of over 45% in size
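H1299 (p53-null), stable ts p53-A138V + BP100-Luc; 1000 cells/well, Opti-MEM/10% FBS; cpd 4 pt, 1:5; 24 h, 37 deg C, 5% CO2; detection reagent 10 min RT; luminescence.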
NPC1 promoter act: activators of NPC1 promoter | 320,000 compounds, 2.4% hits | Potency, µM (doses to about 9.22 µM), without a hit: at the top dose activation, hits mostly activators | Huh7 NPC1 promoter luciferase reporter, 24 h;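 also: % of control where 0% means no effect; nearly all actives have a fitted effect of over 60% in size; reporter is driven by a mutant NPC1 promoter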
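Stable NPC1-promoter luciferase Huh7 line; cpd (DMSO) 24 h, 37 °C, 5% CO2; Amplite luciferase reagent 10 min RT; luminescence readout. qHTS format.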
* marks the source's active call; other numbers are inactive results; ? = inconclusive; · = not tested or not shown; & = joins results of further samples; [ ] = remark or other dose. Unless noted, calls follow the shape of the dose curve; as a rule, active = well fitted curve in the direction sought with a large enough effect; inconclusive = small, poorly fitted or top-dose-only effect, or another doubt; inactive = no such curve, though single readings can be large; an effect the other way counts as inactive or inconclusive. Potency is read from the fitted curve at half-maximal effect. This is a subset (hit frequency here may not be typical).

SMILES	BRCA1 expr up	RORg inh	MBNL1 CUG block	uPA generation	ELG1 genotoxic	Rab9 prom act	Gal4-VP16 FLuc	CXXC DNA block	FLuc modulator	p53 reactivator	NPC1 promoter act
CN(C)CCNC(=O)Nc1ccc(Cl)c(Cl)c1	0%	6%	7%	·	2%	-4%	-3%	1%	1%	2%	-1%
CCC(C)(C)NC(=O)C(c1ccccn1)N(C(=O)c1csnn1)C1CCCCC1 (configuration not stated)	0%	35%	?	1%	1%	0%	-9%	4%	4%	2%	-7%
CCOc1cccc(-c2c(C(=O)N/N=C/c3ccc(Br)cc3)nnn2-c2nonc2N)c1	-24%	?	-3%	11%	-2%	-3%	-25%	8%	-8%	-3%	-5%
c1ccc2c(c1)OCC(c1csc3ncnc(N4CCCC4)c13)O2 (configuration not stated)	-44%	13%	-1%	-8%	-7%	0%	1%	2%	0%	-1%	-2%
CCOC(=O)c1cc(-c2ccc(/C=C3/C(=O)N(c4ccc(C(=O)O)cc4)N=C3C)o2)ccc1Cl	0%	?	4%	-6%	4%	-9%	13%	-2%	?	-12%	-12%
O=C(CN1CCN(c2ccc(O)cc2)CC1)Nc1cc(S(=O)(=O)N2CCOCC2)ccc1Cl	-33%	14%	·	-4%	-2%	-4%	5%	-3%	1%	-1%	-1%
CCC1=NN2C(=N)/C(=C\c3cccn3-c3ccc(Br)cc3)C(=O)N=C2S1	-5%	0%	2%	11%	-12%	1%	-13%	23%	?	-1%	-2%
COc1ccc(/C=C2/CCc3ccccc3C2=O)cc1CN1CCOCC1	-6%	42%	19%[11.5 µM]	-1%	18%	0%	-14%	1%	9.5µM*	?	-1%
CC1(C)SC(=S)N(/N=C/c2cccnc2)C1N(O)C(=O)NC1CCCCC1 (configuration not stated)	-21%	-28%	-5%	0%	0%	-3%	-7%	11%	-1%	-5%	-3%
O=C(O)CCC(=O)Nc1ccccc1C(=O)NCc1ccccc1	-5%	-7%	·	9%	-1%	0%	-4%	1%	-1%	-6%	-1%
COc1cccc(NC(=O)COc2ccc(S(=O)(=O)NC(C)C)cc2)c1	2%	-24%	9%	4%	-1%	-4%	-3%	-1%	-1%	5%	-3%
COc1ccc(CCN(C(=O)C(F)(F)F)C(C(=O)NC2CCCC2)c2cccs2)cc1OC (configuration not stated)	8%	7%	3%	-5%	-3%	-3%	7%	-1%	0%	-5%	0%
Cc1cc(NS(=O)(=O)c2ccc(NC(=O)C(C)Oc3ccccc3Cl)cc2)no1 (configuration not stated)	11%	·	·	-3%	2%	3%	·	·	4%	0%	6%
Cc1cc(/C=C2\SC(=S)NC2=O)c(C)n1-c1ccc(O)cc1	2.2µM*	21%	15%	-13%	?	1.8µM*	-21%	98%[activator]	0.85µM*	?	1.8µM*
CCN(CC)CCNC(=O)C1(O)c2cc(Br)ccc2NC(=O)N1c1cccc(OC)c1 (configuration not stated)	2%	6%	0%	-12%	-3%	0%	0%	19%	1%	1%	-1%
COc1ccc(-c2nn(CCC(=O)O)cc2CCC(=O)O)cc1	22%	-23%	1%	-1%	1%	8%	4%	5%	-1%	1%	-1%
COc1ccc(CCNC(=O)CSC(=O)c2ccccc2)cc1OC	-3%	-8%	·	4%	-5%	7%	4%	140%[activator]	-12%	-6%	7%
O=C(Nc1ccc2[nH]c3c(c2c1)CCCC3)c1ccco1	27%	15%	-1%	-6%	4%	8%	-22%	-5%	?	?	11%
CC(C(=O)NCC1CCCCC1)N1CCN(S(=O)(=O)/C=C/c2ccccc2)CC1 (configuration not stated)	-22%	?	1%	12%	-6%	0%	1%	6%	-2%	-5%	1%
COc1cc(/C=N/NC(=O)c2ccc(Cn3cc([N+](=O)[O-])cn3)o2)cc(Br)c1O	-24%	10%	?	3%	-4%	-4%	-6%	2%	-15%	2%	-2%

An excerpt from above in order of their number in NPC1 promoter act, falling.
| mol | BRCA1 expr up | MBNL1 CUG block | uPA generation | CXXC DNA block | p53 reactivator | NPC1 promoter act |
| --- | --- | --- | --- | --- | --- | --- |
| COc1ccc(CCNC(=O)CSC(=O)c2ccccc2)cc1OC | -3% | · | 4% | 140%[activator] | -6% | 7% |
| CN(C)CCNC(=O)Nc1ccc(Cl)c(Cl)c1 | 0% | 7% | · | 1% | 2% | -1% |
| c1ccc2c(c1)OCC(c1csc3ncnc(N4CCCC4)c13)O2 (configuration not stated) | -44% | -1% | -8% | 2% | -1% | -2% |

Further structures.
SMILES	BRCA1 expr up	RORg inh	MBNL1 CUG block	uPA generation	ELG1 genotoxic	Rab9 prom act	Gal4-VP16 FLuc	CXXC DNA block	FLuc modulator	p53 reactivator	NPC1 promoter act
Cc1ccc(S(=O)(=O)Nc2nc3ccccc3nc2NCC2CCCO2)c(C)c1 (configuration not stated)	10%	30%	0%	2%	1%	-4%	4%	11%	4%	-7%	0%
CC(=O)C1=C(O)C(=O)N(CCN2CCOCC2)C1c1ccccc1 (configuration not stated)	-5%	0%	3%	1%	2%	-3%	-5%	-2%	6%	-1%	-2%
NC(=NCCc1ccc(Cl)cc1)NS(=O)(=O)c1ccccc1	-1%	10%	5%	-1%	-2%[9.26 µM]	-1%	-1%	-2%	-1%	3%	-3%
Cc1ccc(NC(=O)CO/N=C(\N)c2nonc2N)cc1	4%	13%	-6%	·	-2%	0%	-12%	-1%	?	3%	-1%
C=CCn1c(C(CCCC)CC(C)O)n[nH]c1=S (configuration not stated)	-11%	-27%	·	-1%	0%	-7%	2%	16%	-1%	1%	-1%
COc1ccc(C)cc1S(=O)(=O)NCCC1=CCCCC1	-3%	-11%	-4%	·	-6%	-4%	11µM*	0%	0%	3%	0%
Cc1ccc(NC(=O)COC(=O)C2CC2)c(Br)c1	-13%	38%	-9%	-7%	2%	1%	27%	-4%	?	2%	-2%
CC1CC1C(=O)OCC(=O)NCc1ccc(Cl)cc1Cl (configuration not stated)	-7%	21%	-3%	4%	0%	-6%	13%	-1%	-14%	0%	-1%
Cc1nnc(SCCn2c(N3CC(C)CC(C)C3)nc3c2c(=O)[nH]c(=O)n3C)s1 (configuration not stated)	-20%	-19%	-3%	3%	17%	0%	-1%	-3%	7%	-6%	2%
Cc1nc2sccn2c(=O)c1S(=O)(=O)NCC(C)c1ccccc1 (configuration not stated)	-3%	-20%	1%	-1%	8%	5%	6%	·	1%	·	-6%
Cc1nn(C)c(Oc2cccc(Cl)c2)c1C(=O)Nc1ccc(F)cc1F	-12%	-9%	-3%	0%	2%	4%	2%	-11%	10%	0%	-5%
Fc1ccc(N2CCN(/C=C/c3nnnn3-c3ccccc3)CC2)cc1	-31%	38%	?	1%	-1%	-2%	-11%	11%	1%	-6%	0%
CCC(=O)N1CCc2cc(S(=O)(=O)NCCc3ccc(S(N)(=O)=O)cc3)ccc21	-25%	8%	-5%	-23%	2%[9.26 µM]	12%	4%	29%	-1%	9%	-2%
CC(=O)N1CCN(c2ccc(NC(=O)c3ccc(N4CCCC4)c([N+](=O)[O-])c3)cc2Cl)CC1	-41%	20%	9%	-13%	-8%	1%	-1%	-1%	-4%	-7%	?
C/C(N)=C(/C#N)C(=O)CSc1nc(C2CCCCC2)n(-c2ccccc2)n1	-21%&-32%	14%	4%	5%&2%	3%	-8%	-2%	-3%	3%	-6%	0%
O=C(CCN1C(=O)c2ccccc2C1=O)N1CCN(C2c3ccccc3-c3ccccc32)CC1	-19%	26%	-9%	0%	-6%	-5%	-5%[0.365 µM]	-3%	5%	-3%	2%
Cc1ccc(CN2CC(=O)N3[C@H]4c5cc(C)ccc5OC[C@@H]4[C@H](c4ccccc4)[C@]3(C)C2=O)cc1	-50%	·	·	-6%	-6%	-9%	·	·	-7%	-5%	0%

An excerpt from above in order of heavy-atom count, falling.
SMILES	BRCA1 expr up	RORg inh	MBNL1 CUG block	uPA generation	ELG1 genotoxic	Rab9 prom act	Gal4-VP16 FLuc	CXXC DNA block	FLuc modulator	p53 reactivator	NPC1 promoter act
CC(=O)N1CCN(c2ccc(NC(=O)c3ccc(N4CCCC4)c([N+](=O)[O-])c3)cc2Cl)CC1	-41%	20%	9%	-13%	-8%	1%	-1%	-1%	-4%	-7%	?
CC(=O)C1=C(O)C(=O)N(CCN2CCOCC2)C1c1ccccc1 (configuration not stated)	-5%	0%	3%	1%	2%	-3%	-5%	-2%	6%	-1%	-2%
NC(=NCCc1ccc(Cl)cc1)NS(=O)(=O)c1ccccc1	-1%	10%	5%	-1%	-2%[9.26 µM]	-1%	-1%	-2%	-1%	3%	-3%
